Bioassay records deposited in PubChem by several laboratories.
CRFBP-R2 block = antagonists of CRF-binding protein/CRF-R2 receptor complex; hit rate 0.59% among 350,000; HEK293 CRF-R2/CRF-BP, CRF-induced calcium fluorescence; AID 588475; inhibition, % at 11.8 µM;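 active = inhibition of the ligand-induced calcium signal above about 50% at the single tested concentration, limit read from the data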
GalR3 antag = antagonists of human GalR3; O60755; hit rate 0.44% among 360,000; HEK293 GalR3-CNG cAMP membrane potential fluorescence; galR3 body fused to GalR1 C-terminus; inhibition, % at 3 µM;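 active = inhibition above the screen-wide average plus 3 SD, cut at about 13% in these data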;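 also: forskolin and galanin both at EC90 stimulate the cells; cAMP rise reported by CNG channel membrane potential dye signal; 0% = forskolin plus galanin with DMSO and 100% = forskolin alone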
Target sequence (O60755 1-299 limits assumed): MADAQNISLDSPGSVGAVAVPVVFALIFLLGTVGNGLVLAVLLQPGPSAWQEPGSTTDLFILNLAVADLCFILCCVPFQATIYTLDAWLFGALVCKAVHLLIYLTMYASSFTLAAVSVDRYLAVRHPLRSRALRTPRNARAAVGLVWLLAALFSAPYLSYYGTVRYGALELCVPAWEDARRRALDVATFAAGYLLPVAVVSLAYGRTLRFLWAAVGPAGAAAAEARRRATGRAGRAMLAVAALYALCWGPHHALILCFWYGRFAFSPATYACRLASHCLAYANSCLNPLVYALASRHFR
MEKK2 mut-MEK5 = signal of MEK5 binding to mutant human MEKK2 PB1 domain | percent response, % at 10 µM | bead flow cytometry, Alexa488-MEK5 binding to MEKK2 mutant | hit rate 0.35% among 290,000; in the data active = percent response above about 24%, passing the limit was not always enough; also: inactives centre near 1; some results filed as inactive read as strong as hits
HCV NS3 hel inh = inhibitors of Hepatitis C virus NS3 helicase | NS3 helicase DNA unwinding, Cy5 molecular beacon fluorescence | inhibition, % at 10.9 µM | hit rate 0.56% among 290,000 | AID 1800;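 active = inhibition above the mean of all tested compounds plus 3 SD, set per campaign, cut at about 35% in these data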;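 also: 0% = DMSO wells and 100% = thioflavine S control wells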
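System: NS3 helicase fragment of HCV / Schedule: 1 h at 25 °C / Control set: DMSO alone as 0% and 110 µM thioflavine S as 100% / Reagent: Cy5/quencher beacon DNA duplex and ATP to start / Technique: Cy5 fluorescence / Replication: singlicate / Evaluation: % inhibition of end-to-start signal ratio versus controls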
FID counter = fluorescent intercalator displacement, NS3 helicase counter-screen. DNA fluorescent intercalator displacement, fluorescence. inhibition, % at 7.9 µM. hit rate 0.17% among 290,000. AID 1845; in the data active = inhibition above about 37%;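 also: 0% = vehicle and 100% = reference compound; higher means more ethidium bromide displaced from hairpin DNA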
UBC9 SUMO inh = blocks human SUMOylation mediated by UBC9. P63279. HTRF SUMOylation assay, SAE1/SAE2 + UBC9, in vitro. inhibition, % at 35 µM. hit rate 0.36% among 290,000. AID 2006; in the data active = inhibition above about 50%, passing the limit was not always enough; also: strong numbers were not always called active
Target sequence (P63279 whole entry, looked up): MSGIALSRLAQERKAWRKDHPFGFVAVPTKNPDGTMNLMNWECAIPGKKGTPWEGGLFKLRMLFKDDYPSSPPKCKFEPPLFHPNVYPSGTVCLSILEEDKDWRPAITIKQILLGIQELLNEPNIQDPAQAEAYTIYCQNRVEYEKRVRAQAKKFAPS
MEKK3 PB1 HTS = MEKK3-MEK5 PB1 interaction, increase or decrease; Q99759; bead-based flow cytometry, Alexa488-MEK5 binding to MEKK3; actives lie on both sides; 0 = blocked by unlabeled MEK5, 100 = vehicle; binding response (% of control), % at 10 µM; hit rate 1.4% among 290,000; AID 1529;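 active = binding response more than 3 SD above or below the average of its plate-row segment, actives on both sides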;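 also: Alexa488 bead fluorescence after subtracting the streptavidin-only scavenger bead signal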
Target sequence (Q99759 whole entry, looked up): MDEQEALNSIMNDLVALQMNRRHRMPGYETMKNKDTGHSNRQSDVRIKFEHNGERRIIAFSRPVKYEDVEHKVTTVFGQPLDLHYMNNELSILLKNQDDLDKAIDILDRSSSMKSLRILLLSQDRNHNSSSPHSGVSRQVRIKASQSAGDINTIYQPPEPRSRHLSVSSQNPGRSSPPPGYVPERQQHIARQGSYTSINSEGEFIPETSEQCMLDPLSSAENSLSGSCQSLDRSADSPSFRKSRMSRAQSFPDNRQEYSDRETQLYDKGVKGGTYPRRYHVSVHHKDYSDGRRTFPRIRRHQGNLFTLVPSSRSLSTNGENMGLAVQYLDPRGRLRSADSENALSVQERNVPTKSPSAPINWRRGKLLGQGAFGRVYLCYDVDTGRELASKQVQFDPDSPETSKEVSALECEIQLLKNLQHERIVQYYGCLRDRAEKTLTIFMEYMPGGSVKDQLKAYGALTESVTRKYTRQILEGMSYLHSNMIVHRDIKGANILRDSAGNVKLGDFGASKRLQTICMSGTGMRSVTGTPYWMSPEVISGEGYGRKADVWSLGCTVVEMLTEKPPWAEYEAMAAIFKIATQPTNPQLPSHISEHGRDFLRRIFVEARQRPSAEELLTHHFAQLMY
MEKK2wt PB1 HTS = raises or lowers MEK5 binding to wildtype human MEKK2 PB1 domain. Q9Y2U5. AID 1531. bead flow cytometry, Alexa488-MEK5 binding to MEKK2 WT; actives lie on both sides. hit rate 1.1% among 290,000. binding response (% of control), % at 10 µM; in the data active = binding response below about 67% or above about 130%
CRFR2-BP ag = agonists of human CRF-binding protein/CRF-R2 receptor complex; hit rate 0.46% among 350,000; HEK293 CRF-R2/CRF-BP, calcium dye fluorescence (FLIPR); percent of saturating CRF peptide response; activation, % at 13.2 µM; AID 588473;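 active = activation of at least 50%, plus an integration ratio under a set limit after plate pattern correction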;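 also: plate controls were neutral control wells without compound for no effect and CRF at EC100 for full effect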
Numbers without * were called inactive; & = joins results of further samples. An excerpt; the hit share may differ from the screen's.

What do the screens show for `CN(C)/C=N/c1c(C#N)cnn1-c1ccc(C(F)(F)F)cn1`?
CRFBP-R2 block: 8; GalR3 antag: -4; MEKK2 mut-MEK5: -18; HCV NS3 hel inh: 1; FID counter: -5; UBC9 SUMO inh: 22; MEKK3 PB1 HTS: 77; MEKK2wt PB1 HTS: 81; CRFR2-BP ag: -1.2

How did O=C(c1ccccc1-c1ccccc1)N1CCCC1 do in these assays?
CRFBP-R2 block: -5; GalR3 antag: -4; MEKK2 mut-MEK5: 4; HCV NS3 hel inh: 2; FID counter: -9; UBC9 SUMO inh: 7; MEKK3 PB1 HTS: 103; MEKK2wt PB1 HTS: 104; CRFR2-BP ag: -0.4

What do the screens show for `NS(=O)(=O)c1ccc(CCNC(=O)CCCCCNc2nc(=S)[nH]c3ccccc23)cc1`?
GalR3 antag: -5; MEKK2 mut-MEK5: 10; HCV NS3 hel inh: 2; FID counter: -7; UBC9 SUMO inh: 10; MEKK3 PB1 HTS: 105; MEKK2wt PB1 HTS: 114

Results for COC(=O)[C@@H](Cc1ccccc1)NC(=O)NCCc1ccc(OC)c(OC)c1 ?
CRFBP-R2 block: 11; GalR3 antag: -9; MEKK2 mut-MEK5: 8; HCV NS3 hel inh: 5; FID counter: -22; UBC9 SUMO inh: 14; MEKK3 PB1 HTS: 108; MEKK2wt PB1 HTS: 109; CRFR2-BP ag: -1.3

What do the screens show for `CCOC(=O)c1c(NC(C)=O)sc2c(OC(C)=O)cccc12`?
CRFBP-R2 block: 22; GalR3 antag: -7; MEKK2 mut-MEK5: 0; HCV NS3 hel inh: -2; FID counter: -2; UBC9 SUMO inh: -11; MEKK3 PB1 HTS: 102; MEKK2wt PB1 HTS: 100; CRFR2-BP ag: -0.9

How did COc1ccc(-n2nc(C(=O)NCC(=O)NC3CCCC(C)C3C)c3ccccc3c2=O)cc1 (stereo not drawn) do in these assays?
CRFBP-R2 block: -5; GalR3 antag: -9; MEKK2 mut-MEK5: 2; HCV NS3 hel inh: -19; FID counter: -34; UBC9 SUMO inh: -1; MEKK3 PB1 HTS: 101; MEKK2wt PB1 HTS: 103; CRFR2-BP ag: 0.5

What do the screens show for `CN1CCN(S(=O)(=O)c2cccc3nsnc23)CC1`?
CRFBP-R2 block: -5; GalR3 antag: -9; MEKK2 mut-MEK5: 0; HCV NS3 hel inh: -10; FID counter: 1; UBC9 SUMO inh: 19; MEKK3 PB1 HTS: 102; MEKK2wt PB1 HTS: 103; CRFR2-BP ag: -0.6

Results for CCOC(=O)COc1cc2c3c(c(=O)oc2cc1C)CCCC3 ?
CRFBP-R2 block: 5; GalR3 antag: -1; MEKK2 mut-MEK5: -1; HCV NS3 hel inh: -1; FID counter: -5; UBC9 SUMO inh: 5; MEKK3 PB1 HTS: 96; MEKK2wt PB1 HTS: 94; CRFR2-BP ag: 0.4

What do the screens show for `Cc1ccc(SCc2cc(=O)[nH]c(Nc3nc(C)c4ccc(C)cc4n3)n2)cc1`?
CRFBP-R2 block: 9; GalR3 antag: -2; MEKK2 mut-MEK5: 0; HCV NS3 hel inh: 7; FID counter: 0; UBC9 SUMO inh: -24; MEKK3 PB1 HTS: 121; MEKK2wt PB1 HTS: 107; CRFR2-BP ag: 2.6

Results for COc1cc(SC#N)ccc1N=Cc1c(C)[nH]n(-c2ccc(C)cc2C)c1=O ?
CRFBP-R2 block: 5; GalR3 antag: -2; MEKK2 mut-MEK5: 12; HCV NS3 hel inh: -1; FID counter: -10; UBC9 SUMO inh: -27; MEKK3 PB1 HTS: 107; MEKK2wt PB1 HTS: 107; CRFR2-BP ag: -0.6

How did CS/C(=N\S(=O)(=O)c1cccs1)NC(=O)CSc1nc2ccccc2s1 do in these assays?
CRFBP-R2 block: 1&14; GalR3 antag: -6; MEKK2 mut-MEK5: -3; HCV NS3 hel inh: 6; FID counter: -7; UBC9 SUMO inh: -1; MEKK3 PB1 HTS: 98; MEKK2wt PB1 HTS: 99; CRFR2-BP ag: -3.9&-3.5

How did Cc1cc(C)nc(Sc2ccc3nnnn3n2)n1 do in these assays?
CRFBP-R2 block: 6; GalR3 antag: -1; MEKK2 mut-MEK5: 2; HCV NS3 hel inh: -6; FID counter: 2; UBC9 SUMO inh: 8; MEKK3 PB1 HTS: 100; MEKK2wt PB1 HTS: 100; CRFR2-BP ag: -2.3

Results for C=CCn1c(SCC(=O)c2c(N)n(C)c(=O)n(C)c2=O)nnc1-c1ccccc1F ?
CRFBP-R2 block: 22; GalR3 antag: -6; MEKK2 mut-MEK5: 108*; HCV NS3 hel inh: 4; FID counter: -2; UBC9 SUMO inh: 4; MEKK3 PB1 HTS: 107; MEKK2wt PB1 HTS: 85; CRFR2-BP ag: -0.3

What do the screens show for `Cc1ccc(C)c(Cn2nnc3c(=O)[nH]c(C4CCN(C(=O)c5ccco5)CC4)nc32)c1`?
CRFBP-R2 block: 10; GalR3 antag: -6; MEKK2 mut-MEK5: -2; HCV NS3 hel inh: 2; FID counter: -36; UBC9 SUMO inh: 18; MEKK3 PB1 HTS: 103; MEKK2wt PB1 HTS: 99; CRFR2-BP ag: 0.5

How did O=C(c1ccc2c(c1)N(Cc1ccc(F)cc1)C(=O)CS2)N1CCOCC1 do in these assays?
CRFBP-R2 block: -11; GalR3 antag: -6; MEKK2 mut-MEK5: -14; HCV NS3 hel inh: -7; FID counter: -10; UBC9 SUMO inh: -20; MEKK3 PB1 HTS: 78; MEKK2wt PB1 HTS: 81; CRFR2-BP ag: -0.1

Results for C=C(C)COc1ccc(-c2[nH]ncc2-c2ccc(OC)cc2)c(O)c1 ?
CRFBP-R2 block: 25; GalR3 antag: -6; MEKK2 mut-MEK5: 1; HCV NS3 hel inh: 9; FID counter: -4; UBC9 SUMO inh: -11; MEKK3 PB1 HTS: 97; MEKK2wt PB1 HTS: 93; CRFR2-BP ag: 0.8

What do the screens show for `C/C(=N\Nc1ccc(Cl)c(C(=O)O)c1)c1ccc(N2CCOCC2)cc1`?
CRFBP-R2 block: 7; GalR3 antag: -8; MEKK2 mut-MEK5: -5; HCV NS3 hel inh: 14; FID counter: -3; UBC9 SUMO inh: 4; MEKK3 PB1 HTS: 98; MEKK2wt PB1 HTS: 94; CRFR2-BP ag: 0.3

What do the screens show for `Nc1c(N(CCO)C(=O)COc2ccc(Cl)cc2)c(=O)[nH]c(=O)n1Cc1ccccc1`?
CRFBP-R2 block: -15; GalR3 antag: -3; MEKK2 mut-MEK5: -1; HCV NS3 hel inh: -7; FID counter: -9; UBC9 SUMO inh: -4; MEKK3 PB1 HTS: 131*; MEKK2wt PB1 HTS: 98; CRFR2-BP ag: 0.2

Results for Cc1cc(C(=O)Cn2nnc(-c3ccc(Cl)cc3)n2)c(C)n1CC1CCCO1 (stereo not drawn) ?
CRFBP-R2 block: 5; GalR3 antag: -3; MEKK2 mut-MEK5: 3; HCV NS3 hel inh: 0; FID counter: -4; MEKK3 PB1 HTS: 106; MEKK2wt PB1 HTS: 101; CRFR2-BP ag: -0.4

How did COc1ccccc1-n1c(CNC(=O)c2ccc(S(=O)(=O)N3CCCCC3)cc2)n[nH]c1=S do in these assays?
CRFBP-R2 block: -6; GalR3 antag: 3; MEKK2 mut-MEK5: 0; HCV NS3 hel inh: 6; FID counter: -28; UBC9 SUMO inh: 9; MEKK3 PB1 HTS: 102; MEKK2wt PB1 HTS: 101; CRFR2-BP ag: 0.3

Results for CCc1cccc(OCCCCN(CC)CC)c1 ?
CRFBP-R2 block: -12; GalR3 antag: 5; MEKK2 mut-MEK5: 4; HCV NS3 hel inh: -1; FID counter: 4; UBC9 SUMO inh: 4; MEKK3 PB1 HTS: 105; MEKK2wt PB1 HTS: 109; CRFR2-BP ag: 2.1

What do the screens show for `CCN=C(Nc1cccc(F)c1)SC1CC(=O)N(c2ccc(OC)cc2)C1=O` (stereo not drawn)?
CRFBP-R2 block: 7; GalR3 antag: -2; MEKK2 mut-MEK5: 1; HCV NS3 hel inh: -17; FID counter: -15; UBC9 SUMO inh: 9; MEKK3 PB1 HTS: 103; MEKK2wt PB1 HTS: 98; CRFR2-BP ag: -0.3

What do the screens show for `Cc1nc(SCC(=O)N2CCOCC2)c2c(C)c(C)sc2n1`?
CRFBP-R2 block: -3; GalR3 antag: -4; MEKK2 mut-MEK5: 6; HCV NS3 hel inh: 6; FID counter: -17; UBC9 SUMO inh: -3; MEKK3 PB1 HTS: 101; MEKK2wt PB1 HTS: 101; CRFR2-BP ag: -0.2

What do the screens show for `Cc1ccc(NC(=O)[C@@H]2CCC(=O)N2C2OC(=O)c3ccccc32)cc1Cl` (stereo partly drawn)?
CRFBP-R2 block: 1; GalR3 antag: -6; MEKK2 mut-MEK5: -1; HCV NS3 hel inh: -4; FID counter: -8; UBC9 SUMO inh: 10; MEKK3 PB1 HTS: 101; MEKK2wt PB1 HTS: 99; CRFR2-BP ag: -0.2

What do the screens show for `O=C(/C=C/c1ccc2c(c1)OCO2)NC1CCCC1`?
CRFBP-R2 block: -4; GalR3 antag: -5; MEKK2 mut-MEK5: -1; HCV NS3 hel inh: 2; FID counter: -5; UBC9 SUMO inh: 2; MEKK3 PB1 HTS: 100; MEKK2wt PB1 HTS: 102; CRFR2-BP ag: -0.8

What do the screens show for `COc1cc(/C=C(\C#N)c2nc3ccccc3o2)ccc1O`?
CRFBP-R2 block: -97; GalR3 antag: -7; MEKK2 mut-MEK5: -17; HCV NS3 hel inh: 28; FID counter: -7; UBC9 SUMO inh: -6; MEKK3 PB1 HTS: 80; MEKK2wt PB1 HTS: 82; CRFR2-BP ag: 155*

Results for COc1ccc(CNC(=O)C2CCCN(S(=O)(=O)c3c(C)noc3/C=C/N(C)C)C2)cc1 (stereo not drawn) ?
CRFBP-R2 block: -2; GalR3 antag: -7; MEKK2 mut-MEK5: 1; HCV NS3 hel inh: -4; FID counter: -37; UBC9 SUMO inh: 6; MEKK3 PB1 HTS: 101; MEKK2wt PB1 HTS: 99; CRFR2-BP ag: 0.8

What do the screens show for `CC(C)OC(=O)c1cccc(C(=O)OCc2ccco2)n1`?
CRFBP-R2 block: 11; GalR3 antag: 0; HCV NS3 hel inh: 6; FID counter: 3; UBC9 SUMO inh: -6; CRFR2-BP ag: 3.9

What do the screens show for `Cc1ccc(Nc2nc(C(=O)NCC3CCCO3)cs2)cc1` (stereo not drawn)?
CRFBP-R2 block: -1; GalR3 antag: -2; MEKK2 mut-MEK5: 4; HCV NS3 hel inh: 8; FID counter: -21; UBC9 SUMO inh: 8; MEKK3 PB1 HTS: 107; MEKK2wt PB1 HTS: 100; CRFR2-BP ag: 1.0

Results for CCOC(=O)c1oc2ccc(Cl)cc2c1NC(C)=O ?
CRFBP-R2 block: 14; GalR3 antag: -2; MEKK2 mut-MEK5: 1; HCV NS3 hel inh: 17; FID counter: -2; UBC9 SUMO inh: 9; MEKK3 PB1 HTS: 99; MEKK2wt PB1 HTS: 102; CRFR2-BP ag: -1.5

2 entries drawn at random from those above:
What do the screens show for `CCN=C(Nc1cccc(F)c1)SC1CC(=O)N(c2ccc(OC)cc2)C1=O` (stereo not drawn)?
CRFBP-R2 block: 7; GalR3 antag: -2; MEKK2 mut-MEK5: 1; HCV NS3 hel inh: -17; FID counter: -15; UBC9 SUMO inh: 9; MEKK3 PB1 HTS: 103; MEKK2wt PB1 HTS: 98; CRFR2-BP ag: -0.3

Results for COc1ccc(CNC(=O)C2CCCN(S(=O)(=O)c3c(C)noc3/C=C/N(C)C)C2)cc1 (stereo not drawn) ?
CRFBP-R2 block: -2; GalR3 antag: -7; MEKK2 mut-MEK5: 1; HCV NS3 hel inh: -4; FID counter: -37; UBC9 SUMO inh: 6; MEKK3 PB1 HTS: 101; MEKK2wt PB1 HTS: 99; CRFR2-BP ag: 0.8
